# CCR6 antag – CCR6 receptor antagonists, primary screen, cell-based, CHO-K1, luminescence, beta-arrestin, uHTS; C-C chemokine receptor type 6 (Homo sapiens), P51684; hit rate 0.49% among 340,000; CHO-K1 CCR6 PathHunter beta-arrestin, CCL20-stimulated; inhibition, % at 20 µM;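 active = compounds whose inhibition of the agonist-driven luminescence signal at 20 µM reaches about 50%, limit read from the data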;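 also: cells stimulated with CCL20 at 14 nM final; plate controls were DMSO with CCL20 for no effect and DMSO without agonist for full effect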
# APOBEC3G inh – APOBEC3G DNA deaminase inhibitors, primary screen, biochemical, fluorescence, single-stranded DNA substrate, uHTS; recombinant A3G, ssDNA deamination FAM/TAMRA fluorescence; inhibition, % at 20 µM; AID 493012, 2011; hit rate 0.28% among 330,000;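 active = inhibition of at least 40% at 20 µM, with no more than 30% in the related APOBEC3A deaminase screen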;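 also: plate controls were DMSO wells with A3G for no effect and wells lacking A3G enzyme for full effect; some compounds called inactive have numbers as strong as hits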
# Target sequence (Q9HC16 whole entry, looked up): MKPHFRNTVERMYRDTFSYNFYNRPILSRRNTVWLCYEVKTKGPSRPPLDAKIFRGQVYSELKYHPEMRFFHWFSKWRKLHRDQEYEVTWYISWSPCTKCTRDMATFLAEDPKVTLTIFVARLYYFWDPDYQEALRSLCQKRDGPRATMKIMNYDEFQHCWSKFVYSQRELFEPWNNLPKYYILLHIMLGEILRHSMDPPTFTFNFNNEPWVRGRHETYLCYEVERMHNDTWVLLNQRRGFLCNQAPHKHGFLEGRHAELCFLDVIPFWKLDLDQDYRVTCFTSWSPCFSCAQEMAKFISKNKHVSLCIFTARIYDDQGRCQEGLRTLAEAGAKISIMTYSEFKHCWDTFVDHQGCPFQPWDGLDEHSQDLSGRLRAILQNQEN
# GRIN3A LBD mod – binders of NR3A ligand-binding domain, primary screen, biophysical, differential scanning fluorimetry, uHTS. Glutamate receptor ionotropic, NMDA 3A (GRIN3A) ligand-binding domain. NR3A LBD differential scanning fluorimetry, Tm shift; 0% = protein alone, 100% = glycine-bound protein. Tm shift relative to glycine control, % at 25 µM. hit rate 2.5% among 340,000;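 active = melting temperature shift of at least 10% of the positive control shift, at one fixed dose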
# CXCR6 inh – CXCR6 receptor inhibitors, primary screen, cell-based, beta-arrestin, luminescence, CHO-K1 PathHunter, 1536-well; C-X-C chemokine receptor type 6 (Homo sapiens), O00574; inhibition, % at 20 µM; hit rate 0.36% among 360,000; AID 602244, 2012; in the data active = inhibition above about 34%, passing the limit was not always enough;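 also: antagonist mode with CXCL16 agonist at 10 nM final; 0% = 10 nM CXCL16 with DMSO and 100% = unstimulated wells without agonist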
# Target sequence (O00574 whole entry, looked up): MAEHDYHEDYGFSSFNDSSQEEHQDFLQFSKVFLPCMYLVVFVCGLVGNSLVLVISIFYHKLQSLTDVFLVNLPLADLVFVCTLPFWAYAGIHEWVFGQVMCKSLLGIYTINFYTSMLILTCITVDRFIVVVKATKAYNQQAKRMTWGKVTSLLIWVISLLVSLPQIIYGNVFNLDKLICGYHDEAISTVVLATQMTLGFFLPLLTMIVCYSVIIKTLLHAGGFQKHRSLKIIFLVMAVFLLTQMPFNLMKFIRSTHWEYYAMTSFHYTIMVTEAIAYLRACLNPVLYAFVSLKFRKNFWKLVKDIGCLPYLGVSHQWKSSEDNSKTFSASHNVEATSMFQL
# MPTP inh – mitochondrial permeability transition pore inhibitors, primary screen, biochemical, isolated mouse mitochondria, absorbance | Ca2+ swelling absorbance, 30 min | inhibition, % at 10 µM | hit rate 1.4% among 360,000;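 active = inhibition of 50% or more, scaled per plate between neutral and stimulator controls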;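 also: 0% = DMSO wells given calcium and 100% = 1 mM EGTA wells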
# A3A deaminase – APOBEC3A ssDNA deaminase inhibitors, primary screen, selectivity assay for APOBEC3G inhibitor project, biochemical, FAM/TAMRA oligo cleavage fluorescence. inhibition, % at 20 µM. recombinant A3A, FAM/TAMRA ssDNA deamination fluorescence. hit rate 0.41% among 330,000. AID 493011, 2011;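 active = at least 40% inhibition at 20 µM here, with at most 30% in a related deaminase screen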;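 also: plate controls were A3A with DMSO for no effect and wells lacking A3A enzyme for full effect; some results filed as inactive read as strong as hits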
# EBI2 block – EBI2 receptor antagonists, beta-arrestin recruitment, primary screen, cell-based, luminescence, 7a,25-OHC stimulation, uHTS. G-protein coupled receptor 183 (Homo sapiens), P32249. 7a,25-OHC stimulated. inhibition, % at 5 µM. hit rate 0.81% among 360,000; in the data active = inhibition above about 38%;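 also: enzyme fragment complementation signal reports receptor beta-arrestin coupling in cells; 0% = agonist plus DMSO wells and 100% = wells without agonist; some results beyond the cut were filed as inactive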
# Target sequence (P32249 whole entry, looked up, the tested form may be a part): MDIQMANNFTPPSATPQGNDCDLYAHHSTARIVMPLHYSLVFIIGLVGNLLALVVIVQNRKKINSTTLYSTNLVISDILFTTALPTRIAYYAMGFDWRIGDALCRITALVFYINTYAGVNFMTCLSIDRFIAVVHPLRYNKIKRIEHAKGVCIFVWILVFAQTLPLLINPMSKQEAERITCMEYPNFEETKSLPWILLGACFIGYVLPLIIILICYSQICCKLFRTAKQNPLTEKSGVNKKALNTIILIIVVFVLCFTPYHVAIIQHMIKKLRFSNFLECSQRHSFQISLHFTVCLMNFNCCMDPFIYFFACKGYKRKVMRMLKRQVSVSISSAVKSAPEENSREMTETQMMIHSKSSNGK
# Gli-Sufu antag – Gli-Sufu pathway antagonists, primary screen, luciferase luminescence, Sufu-KO-LIGHT cells, uHTS; Sufu-KO-LIGHT fibroblasts, Gli luciferase reporter luminescence; hit rate 0.74% among 340,000; inhibition, % at 5 µM;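 active = inhibition above about 55%, limit read from the data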;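 also: 0% = DMSO-treated cells and 100% = wells with medium but no cells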
# * marks the source's active call; other numbers are inactive results; . = not tested or not shown. This is a random part of the collection (roughly 5.8% active in at least one column).
SMILES,CCR6 antag,APOBEC3G inh,GRIN3A LBD mod,CXCR6 inh,MPTP inh,A3A deaminase,EBI2 block,Gli-Sufu antag
Cn1ncc2c(NCCc3ccccc3)nc(Cl)nc21,5,.,-1,-10,0.9,.,3,3
Cc1cc(N2CCN(C)CC2)nc(=S)[nH]1,2,0,0,-6,-1.9,0,-4,2
Cc1cc(Nc2cccc(C(=O)O)c2)n2ncnc2n1,20,-3,-1,7,0.4,-3,-14,20
COc1ccc(NC(=O)CCn2cccc2)c(OC)c1,13,4,0,8,-1.1,1,-10,-5
O=C(Cc1cccs1)NCCS(=O)(=O)N1CCN(c2cccc(Cl)c2)CC1,11,-10,0,-7,-0.7,0,5,-10
COC(=O)C1=C(C)Nc2ncnn2C1c1cccnc1 (centres undefined),9,-4,0,-4,-1.9,-5,-3,14
Cc1cccc(C(=O)NCCC(=O)Nc2nc(C)c(Cc3ccc4c(c3)OCO4)s2)c1,2,-9,-1,5,-1.8,-6,8,-15
O=C(CC1COc2ccccc2O1)Nc1ccccn1 (centres undefined),-22,-2,1,7,-0.8,-2,1,1
Fc1cc(F)c2nc(Nc3nc4cc5c(cc4s3)OCO5)sc2c1,7,.,16*,-4,37,.,7,-33
CCN(Cc1ccc(OC)c(COC)c1)CC1CCCN(CCc2cccc(F)c2)C1 (centres undefined),21,5,-2,12,1.3,-11,12,15
O=C(CSc1nc2ccccc2c(=O)n1CC1CCCCC1)N1CCOCC1,2,-1,0,18,0.4,-5,7,5
CCC1(C)NC(=O)N(CC(=O)N2CCN(c3cccc(Cl)c3)CC2)C1=O (centres undefined),2,-13,5,2,-3.3,3,2,-2
O=C1OC(c2ccc(F)cc2)=C/C1=C\c1ccc(O)cc1,52*,-3,17*,35,4.2,-5,14,-4
O=C(NNC(=O)c1ccco1)c1cccc([N+](=O)[O-])c1,-3,-6,-1,-11,-0.7,-4,3,2
CCOC(=O)N1CCN(C(=O)/C(=C/c2cccs2)NC(=O)c2ccc(OC)c(OC)c2)CC1,7,2,0,-9,-0.4,-5,-8,4
Cc1cc(N2C(=O)C3C4c5ccccc5C(c5ccccc54)C3C2=O)no1 (centres undefined),-3,0,0,-5,2.9,2,-2,9
CC1(C)CC2(CCO1)OC(=O)CC2C(=O)Nc1cccc2ccccc12 (centres undefined),8,0,2,-1,0.3,-4,-2,-1
Cc1cccc(C2c3[nH]c4ccccc4c3CCN2C(=O)Cc2nc(-c3ccccc3)n[nH]2)n1 (centres undefined),-9,-7,-2,-1,0.3,-2,0,20
O=C(NCCN1CCCCC1)/C(=N\O)c1ccccc1,17,-3,3,1,-3.8,-4,1,-20
Cc1ccc(NC(=O)c2cc(-c3cccs3)nc3ccccc23)nc1,5,-2,0,0,1.3,4,-24,-2
O=C(COC(=O)c1cc2ccccc2cc1O)NCc1ccccc1,8,0,2,3,-1.9,2,-8,3
COc1cccc(CNC(=O)C(=O)NCCc2ccc(OC)c(OC)c2)c1,2,-8,-2,6,5.6,-6,4,1
c1ccc(Cc2noc(CN3CCN(CCOc4ccccc4)CC3)n2)cc1,9,1,4,-2,1.4,0,5,12
CCC(Oc1ccc(Br)cc1)C(=O)N1CCN(c2ncccn2)CC1 (centres undefined),4,-6,-5,4,0.5,-1,6,6
CC(C)C(=O)Nc1ccc2c(c1)nc(CCN1CCN(c3ccccn3)CC1)n2C,11,-1,-1,-1,0.1,1,-4,-10
NC(=O)NC(CC(=O)OCC(=O)NC(=O)NCc1ccco1)c1ccc(Cl)cc1 (centres undefined),17,-3,4,-2,-0.8,1,-5,3
O=C(CCn1c(=O)c2ccccc2n(CC(=O)NC2CCCC2)c1=O)NCCc1ccc(Cl)cc1,5,-5,-1,10,1.2,-3,5,-1
CC(SC1CCCC1)C(=O)NC(C)(C#N)C(C)C (centres undefined),13,-6,-1,-2,1.1,-1,-41,-2
CC1CCCN(C(=O)CN2CCN(C(=O)c3ccco3)CC2)C1 (centres undefined),7,-7,1,-9,7.9,-9,5,28
CCC(C)[C@H](NC(=O)NCc1cccs1)C(=O)O (some centres undefined),-12,-6,1,3,-4.9,-14,-12,-28
CC(=O)N1CCN(C2c3cccc4cccc(c34)C2NS(=O)(=O)c2ccccc2)CC1 (centres undefined),-2,-7,0,-4,-1.1,-20,-1,-6
CC(=O)c1ccc(OCCCC(=O)Nc2cc(Cl)ccc2-n2cncn2)cc1,17,-2,-2,3,1.2,6,-8,3
CCC1=C(OC(=O)N(CC)CC)N2C(=O)OC(=NCC(=O)OC)[C@]2(Cc2ccccc2)[C@H]2C1=CC[C@H]1C(=O)N(c3ccccc3)C(=O)[C@H]12,13,-13,1,8,1.3,-3,1,-12
C/C(=N\NC(=S)NCc1ccccc1)c1ccc(Cl)s1,-4,-16,-8,7,1.0,0,10,-14
Cc1ccc(OCCN2CCNCC2)c([N+](=O)[O-])c1,-5,-6,-3,0,1.7,-5,-10,-1
COc1ccc(CCNC(=O)CSc2nc3ccccc3o2)cc1OC,-8,-5,-3,-9,6.7,-3,6,4
O=C(CN1C(=O)CSc2ccc(S(=O)(=O)N3CCOCC3)cc21)NCc1ccc(Cl)cc1,14,-2,-3,3,-0.3,-1,1,-2
CCOc1cc(/C=N\NC(=O)c2ccc(NC(=O)C(C)(C)C)cc2)ccc1OC(=O)c1ccc(OC)cc1,-3,-6,2,2,0.1,-1,6,6
COc1ccc(CN(C)C(=O)Cn2ccc(NC(=O)OCc3ccccc3)nc2=O)cc1OC,15,-7,0,4,-0.2,1,-4,-2
COC(=O)c1ccc(NC(=O)CN2CCN(c3ccccn3)CC2)cc1,-1,-6,-1,-9,-0.4,-4,4,-35
Cc1ccc(S(=O)(=O)NC(=O)Nc2nnc(C3CC3)s2)cc1,9,2,-1,-7,0.4,2,-6,4
COc1ccc(C(C#N)Nc2ccccc2C)cc1 (centres undefined),-1,-2,0,1,-2.6,1,-13,-6
CC1(C)CC2CC(C)(CN2C(=O)c2ccc([N+](=O)[O-])cc2)C1 (centres undefined),-13,15,-2,-4,-0.2,1,-16,-2
O=C(Cc1ccc(-c2ccccc2)cc1)Nc1ncccc1O,-7,-10,-1,-6,-0.1,-3,-1,-28
O=c1c2ccccc2nc(SCc2nc3ccccc3s2)n1CCCO,25,-13,-6,-7,0.5,-5,14,-4
CC[n+]1c(/C=C2\C=C(C)CC(C)C2)sc2ccccc21 (centres undefined),13,28,-1,-2,-7.0,10,-3,-11
COc1ccc(C(=O)NC(C)c2nc3ccccc3[nH]2)cc1OC (centres undefined),-2,.,0,-4,-1.8,.,-2,2
COc1ccccc1-c1nnc(NC(=O)CCS(=O)(=O)c2ccccc2)o1,-7,-8,-1,6,-0.6,-1,-1,-8

# Overlap with the part before: two entries, followed by the next part.
SMILES,CCR6 antag,APOBEC3G inh,GRIN3A LBD mod,CXCR6 inh,MPTP inh,A3A deaminase,EBI2 block,Gli-Sufu antag
COc1ccc(C(=O)NC(C)c2nc3ccccc3[nH]2)cc1OC (centres undefined),-2,.,0,-4,-1.8,.,-2,2
COc1ccccc1-c1nnc(NC(=O)CCS(=O)(=O)c2ccccc2)o1,-7,-8,-1,6,-0.6,-1,-1,-8
O=C(CSc1nc(-c2ccccc2)cs1)NC(=O)NCc1ccco1,-7,-1,-46,-10,-0.4,1,-10,7
COc1ccc(NC(=O)CN2CCN(c3nc(-c4cccc(OC)c4)cs3)CC2)cc1,15,1,-1,-2,0.5,4,8,12
CC(=O)Nc1ccc(S(=O)(=O)N(C)CC(=O)NC2CCCC(C)C2C)cc1 (centres undefined),15,10,0,0,-0.9,3,-8,-15
COc1ccc(CC(=O)Nc2nnc(SCc3ccccc3)s2)cc1S(=O)(=O)N1CCOCC1,2,-11,-6,6,5.8,-3,4,3
[O-][N+]1=C(c2cccs2)CN(O)C1,7,-6,1,0,-3.3,-3,-4,-17
COc1cc2c(cc1OC)C(c1ccccc1)N(C(=O)CSCC(=O)O)CC2 (centres undefined),0,-4,0,2,2.5,-2,-6,5
COC(=O)c1c(-c2ccccc2Cl)noc1/C=C/N(C)C,14,-4,-1,16,2.2,-4,1,-10
O=C(NS(=O)(=O)Oc1cccc(F)c1)OC[C@@H]1CCCN2CCCCC12 (some centres undefined),4,-2,-1,2,-2.2,-4,-14,8
CCOC(=O)c1cccc(NC(=O)CSc2nnc(COc3ccccc3C)o2)c1,13,0,-4,2,7.7,2,1,-8
COc1ccc(C)cc1-n1nnnc1SCC(=O)NC1CCS(=O)(=O)C1 (centres undefined),0,-8,2,-1,-2.2,-5,-5,1
O=S(=O)(NNc1ccc(F)cc1F)c1cccc(Cl)c1,8,35,-1,-15,1.8,-3,-13,7
C/C(=N\NC(=O)C1=NNC(=O)C1C)c1cccs1 (centres undefined),10,-2,-3,2,-2.8,1,-9,-41
COc1ccc(NS(=O)(=O)c2cc(C)ccc2OC)cc1OC,17,-8,-1,-7,2.9,-6,8,.
COc1ccc(OC)c(NC(=O)C2CC2c2ccccc2)c1 (centres undefined),12,0,-1,-8,0.4,-6,-6,5

# Structures from the list above with a halogen:
SMILES,CCR6 antag,APOBEC3G inh,GRIN3A LBD mod,CXCR6 inh,MPTP inh,A3A deaminase,EBI2 block,Gli-Sufu antag
Cn1ncc2c(NCCc3ccccc3)nc(Cl)nc21,5,.,-1,-10,0.9,.,3,3
O=C(Cc1cccs1)NCCS(=O)(=O)N1CCN(c2cccc(Cl)c2)CC1,11,-10,0,-7,-0.7,0,5,-10
Fc1cc(F)c2nc(Nc3nc4cc5c(cc4s3)OCO5)sc2c1,7,.,16*,-4,37,.,7,-33
CCN(Cc1ccc(OC)c(COC)c1)CC1CCCN(CCc2cccc(F)c2)C1 (centres undefined),21,5,-2,12,1.3,-11,12,15
CCC1(C)NC(=O)N(CC(=O)N2CCN(c3cccc(Cl)c3)CC2)C1=O (centres undefined),2,-13,5,2,-3.3,3,2,-2
O=C1OC(c2ccc(F)cc2)=C/C1=C\c1ccc(O)cc1,52*,-3,17*,35,4.2,-5,14,-4
CCC(Oc1ccc(Br)cc1)C(=O)N1CCN(c2ncccn2)CC1 (centres undefined),4,-6,-5,4,0.5,-1,6,6
NC(=O)NC(CC(=O)OCC(=O)NC(=O)NCc1ccco1)c1ccc(Cl)cc1 (centres undefined),17,-3,4,-2,-0.8,1,-5,3
O=C(CCn1c(=O)c2ccccc2n(CC(=O)NC2CCCC2)c1=O)NCCc1ccc(Cl)cc1,5,-5,-1,10,1.2,-3,5,-1
CC(=O)c1ccc(OCCCC(=O)Nc2cc(Cl)ccc2-n2cncn2)cc1,17,-2,-2,3,1.2,6,-8,3
C/C(=N\NC(=S)NCc1ccccc1)c1ccc(Cl)s1,-4,-16,-8,7,1.0,0,10,-14
O=C(CN1C(=O)CSc2ccc(S(=O)(=O)N3CCOCC3)cc21)NCc1ccc(Cl)cc1,14,-2,-3,3,-0.3,-1,1,-2
COC(=O)c1c(-c2ccccc2Cl)noc1/C=C/N(C)C,14,-4,-1,16,2.2,-4,1,-10
O=C(NS(=O)(=O)Oc1cccc(F)c1)OC[C@@H]1CCCN2CCCCC12 (some centres undefined),4,-2,-1,2,-2.2,-4,-14,8
O=S(=O)(NNc1ccc(F)cc1F)c1cccc(Cl)c1,8,35,-1,-15,1.8,-3,-13,7
